Screening results as filed in PubChem BioAssay.
POLI inh: qHTS for Inhibitors of Polymerase Iota; AID 588590, 2011; Pol iota fluorescent replication assay, 10 min; actives 1% (n = 390,000); Potency, µM (series often up to 115 µM), for inactives: top-dose activity, negative = inhibition, hits mostly inhibitors
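Pol iota at 10 nM preincubated 15 min with compounds at room temperature; reaction started with fluorescent substrate, 50 nM final. Fluorescence read kinetically at 0 and 10 min; buffer-only wells as negative control.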
GLS inh: qHTS for Inhibitors of Glutaminase (GLS) | GLS enzymatic activity, qHTS titration | Potency, µM (series often up to 45.5 µM), for the others: at the highest dose activity change, negative = inhibition, usual class: inhibitors | actives 0.21% (n = 410,000); note: % is set by controls: 0 for no effect and ±100 for the full control effect
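Assay buffer: 45 mM KH2PO4 pH 8.2, 0.02% Tween-20. hKGA acts on L-glutamine (1 mM solution added); product glutamate is reported by an oxidase/peroxidase Amplex Red coupling, with fluorescence taken at baseline and 30 min.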
Tb PGK inh: qHTS Assay to Find Inhibitors of Phosphoglycerate Kinase | Phosphoglycerate kinase, glycosomal (Trypanosoma brucei brucei), P07378 | AID 602233, 2012 | PGK/GAPDH coupled, Kinase-Glo luminescence, 60 min | actives 0.043% (n = 380,000) | Potency, µM (series often up to 57.5 µM), without a hit: top-dose activity change, negative = inhibition, most hits filed as inhibitors; note: % is set by controls: 0 for no effect and ±100 for the full control effect; nearly all actives have a fitted effect of over 60% in size
Target sequence (P07378 whole entry, looked up): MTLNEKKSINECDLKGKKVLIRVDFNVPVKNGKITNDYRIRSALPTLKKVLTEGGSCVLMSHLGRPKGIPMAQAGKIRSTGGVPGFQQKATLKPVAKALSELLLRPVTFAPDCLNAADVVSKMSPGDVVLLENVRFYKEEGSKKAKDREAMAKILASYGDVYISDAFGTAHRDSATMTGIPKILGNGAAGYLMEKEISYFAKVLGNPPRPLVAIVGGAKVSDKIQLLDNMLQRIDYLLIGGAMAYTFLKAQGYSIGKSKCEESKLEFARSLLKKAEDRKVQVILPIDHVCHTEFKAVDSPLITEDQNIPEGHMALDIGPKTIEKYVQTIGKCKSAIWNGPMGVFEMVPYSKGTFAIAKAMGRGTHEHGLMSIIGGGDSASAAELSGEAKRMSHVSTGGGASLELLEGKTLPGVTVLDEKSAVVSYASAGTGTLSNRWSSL
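Recombinant glycosomal PGK reaction used 1,3-bisphosphoglycerate generated in-well by GAPDH (100nM final) in 100mM TEA pH 7.6, 5mM MgCl2, 0.01% Tween-20. After 60 minutes at room temperature, ATP was read by Kinase-Glo Plus luminescence end-point.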
BAZ2B inh: qHTS Assay for Inhibitors of BAZ2B; Potency, µM (series often up to 114 µM), inactives show at the highest dose activity change, negative = inhibition, actives largely listed as inhibitors; actives 4.4% (n = 360,000); Bromodomain adjacent to zinc finger domain protein 2B (Homo sapiens), Q9UIF8; AlphaScreen BAZ2B-H3K14Ac peptide displacement; note: % is set by controls: 0 for no effect and ±100 for the full control effect; nearly all actives have a fitted effect of over 60% in size
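Complex of BAZ2B and biotin-H3K14Ac (50 nM apiece) forms over 30 min at RT, then faces library compounds up to 110 uM for another 30 min; AlphaScreen beads added, 20 min dark incubation, luminescence read.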
BLM inh: qHTS Assay for Inhibitors of Bloom's syndrome helicase (BLM) | RecQ-like DNA helicase BLM (Homo sapiens), P54132 | recombinant BLM DNA unwinding, fluorescence dequenching | Potency, µM (titrated, usually from 56.1 µM), without a hit: at the highest dose activity change, negative = inhibition, hits mostly inhibitors | actives 0.2% (n = 350,000);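 note: plate controls were vehicle for no effect and no enzyme for full effect; nearly all actives have a fitted effect of over 35% in size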
JMJD2A Tudor: qHTS Assay for Inhibitors of JMJD2A-Tudor Domain; AlphaScreen JMJD2A-Tudor / H3K4me3 peptide binding; actives 4.4% (n = 390,000); Potency, µM (doses to about 114 µM), without a hit: at the top dose activity change, negative = inhibition, most hits filed as inhibitors; Lysine-specific demethylase 4A (Homo sapiens), O75164; note: % is set by controls: 0 for no effect and ±100 for the full control effect; nearly all actives have a fitted effect of over 50% in size
HP1b binding inh: HTS for Inhibitors of HP1-beta Chromodomain Interactions with Methylated Histone Tails | Potency, µM (titrated, usually from 114 µM), without a hit: top-dose activity change, negative = inhibition, usual class: inhibitors | actives 0.56% (n = 390,000) | AID 540317, 2011 | AlphaScreen HP1-beta / biotin-H3K9me3 peptide binding; note: nearly all actives have a fitted effect of over 70% in size; inactives centre near 23
Target sequence (P83916 whole entry, looked up): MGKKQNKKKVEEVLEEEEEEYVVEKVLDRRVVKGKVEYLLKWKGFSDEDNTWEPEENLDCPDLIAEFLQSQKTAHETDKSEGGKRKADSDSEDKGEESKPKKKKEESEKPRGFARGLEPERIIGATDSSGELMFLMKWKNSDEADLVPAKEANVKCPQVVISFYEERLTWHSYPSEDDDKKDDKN
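HP1-beta protein (50 nM final) preincubated 30 min at room temperature with biotinylated H3(1-18)K9me3 peptide (50 nM) in PBS pH 7.4, 0.01% Tween-20, then compound added for 30 min. AlphaScreen streptavidin donor/nickel chelate acceptor beads (10 ug/mL final), 30 min dark, luminescence read.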
G9a inh: qHTS Assay for Inhibitors of Histone Lysine Methyltransferase G9a; G9a H3K9 monomethylation, AlphaScreen, 2 h; Potency, µM (series often up to 102 µM), for inactives: top-dose activity, negative = inhibition, most hits filed as inhibitors; AID 504332, 2011; actives 8.8% (n = 350,000); note: % is set by controls: 0 for no effect and ±100 for the full control effect; nearly all actives have a fitted effect of over 75% in size
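Enzyme 20 nM + cpd, 15 min RT; add b-H3K9 pep 500 nM / SAM 20 uM; 2 h RT; anti-H3K9me1 Ab 0.5 ug/mL + SA donor / anti-rabbit acceptor beads 20 ug/mL each, 10 min; AlphaScreen read.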
Pin1 inhibitor: qHTS Assay to Find Inhibitors of Pin1 | Potency, µM (titrated, usually from 115 µM), inactives show at the highest dose activity, negative = inhibition, usual class: inhibitors | Pin1 FP peptide displacement, HiFluor488, 10 min | actives 0.009% (n = 390,000) | Peptidyl-prolyl cis-trans isomerase NIMA-interacting 1 (Homo sapiens), Q13526; active = well fitted inhibition curve with a large enough effect in the polarisation, with a control signal flat, not every such curve was filed as active; inconclusive = small, poorly fitted or top-dose-only effect, or effect the other way, or a change in a side signal; inactive = no such curve, though single readings can be large or run the other way; the % refers to the polarisation; note: % is set by controls: 0 for no effect and ±100 for the full control effect
Target sequence (Q13526 whole entry, looked up): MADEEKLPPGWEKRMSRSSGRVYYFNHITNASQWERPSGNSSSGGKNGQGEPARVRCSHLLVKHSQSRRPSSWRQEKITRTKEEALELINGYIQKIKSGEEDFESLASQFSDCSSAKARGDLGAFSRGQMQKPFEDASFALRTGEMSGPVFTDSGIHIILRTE
An asterisk follows results filed as active; [ ] = dose if it differs, or a comment. Unless noted, calls come from the whole dose curve; as a rule, active = well fitted curve in the direction sought with a large enough effect; inconclusive = small, poorly fitted or top-dose-only effect, or another doubt; inactive = no such curve, though single readings can be large; an effect the other way counts as inactive or inconclusive. Potency is the fitted concentration of half-maximal effect. This is a subset, so the mix of outcomes need not match the whole.

`Cc1occc1C(=O)NCc1ccco1` gave POLI inh inconclusive, GLS inh 3%, Tb PGK inh -12%, BAZ2B inh inconclusive, BLM inh -8%, JMJD2A Tudor -20%, HP1b binding inh -3%, G9a inh 10%[59 µM] and Pin1 inhibitor -9%.
Screening CC1CC(C)CN(C(=O)Nc2ccccc2F)C1 (stereo not given) returned POLI inh 15%, GLS inh 0%, Tb PGK inh 6%, BAZ2B inh inconclusive, BLM inh -6%, JMJD2A Tudor 3%, HP1b binding inh 26% and Pin1 inhibitor -1%.
`O=C(Nc1ccc(O)cc1)c1ccc(NC(=O)c2ccco2)cc1` gave POLI inh inconclusive, GLS inh inconclusive, Tb PGK inh -6%, BAZ2B inh 7%, BLM inh 1%, JMJD2A Tudor -12%, HP1b binding inh 56%[activator], G9a inh -11% and Pin1 inhibitor 3%.
O=C(Cc1cccs1)Nc1ccc(-c2nnc(-c3ccccc3)o2)cc1 was read as POLI inh 25%, GLS inh 2%, Tb PGK inh -2%, JMJD2A Tudor -23%, HP1b binding inh 15% and Pin1 inhibitor 2%.
Screening CCC(=O)Nc1nc2ccccc2n1CCN(CC)CC returned POLI inh -3%, GLS inh 9%, Tb PGK inh -6%, BAZ2B inh inconclusive, BLM inh 2%, JMJD2A Tudor 8.9µM*, HP1b binding inh -6%, G9a inh 20µM* and Pin1 inhibitor 1%.
Screening COc1ccc(C2=NOC(CN3C(=O)c4ccccc4S3(=O)=O)C2)cc1 (stereo not given) returned POLI inh 2%, GLS inh 0%, Tb PGK inh 4%, BAZ2B inh -14%, BLM inh 0%, JMJD2A Tudor -13%, HP1b binding inh 35%, G9a inh 8%[12.7 µM] and Pin1 inhibitor 0%.
CC(=O)c1cc(NC(=O)c2cccc(C(F)(F)F)c2)c(=O)oc1C was read as POLI inh 61%[activator], GLS inh inconclusive, Tb PGK inh -7%, BAZ2B inh -20%, BLM inh -1%, JMJD2A Tudor -20%[11.4 µM], HP1b binding inh -12%, G9a inh 25µM* and Pin1 inhibitor 3%.
For Cc1ccc2oc(C(=O)N3CCC(O)(c4cccc(C(F)(F)F)c4)CC3)c(C)c2c1 the results were POLI inh 35%[activator], GLS inh 3%, Tb PGK inh -9%, BAZ2B inh inconclusive, BLM inh -11%, JMJD2A Tudor -20%, HP1b binding inh 28% and Pin1 inhibitor -1%.
Screening COc1ccc(-c2nnc(SCC(=O)c3cccs3)o2)c(OC)c1 returned POLI inh 8%, GLS inh 7%, BAZ2B inh -18%, BLM inh 1%, JMJD2A Tudor -20%, HP1b binding inh 4%, G9a inh -2% and Pin1 inhibitor inconclusive.
COCCNC(=O)c1sc2ncccc2c1-n1c(C)ccc1C was read as POLI inh -7%, GLS inh 4%, Tb PGK inh -5%, BAZ2B inh -18%, BLM inh 3%, JMJD2A Tudor -23%, HP1b binding inh 13%[57 µM], G9a inh 1%[59 µM] and Pin1 inhibitor -15%.
Screening CSc1cccc(NC(=O)CCS(=O)(=O)c2cccc3nonc23)c1 returned POLI inh -22%, GLS inh 3%, Tb PGK inh -4%, BAZ2B inh -27%, BLM inh -3%, JMJD2A Tudor -12%, HP1b binding inh 4%, G9a inh -6% and Pin1 inhibitor -4%.
For COc1ccc2[nH]c3c(c2c1)CCn1c-3nc2ccccc2c1=O the results were POLI inh 15%, GLS inh 7%, Tb PGK inh -9%, BAZ2B inh -7%, BLM inh -10%, JMJD2A Tudor -3%, HP1b binding inh 25%, G9a inh -3%[12.7 µM] and Pin1 inhibitor -1%.
COC(=O)c1cc(NC(=O)c2ccc(-c3ccccc3)cc2)ccc1Cl was read as POLI inh 146%[activator], GLS inh -4%, Tb PGK inh -10%, BAZ2B inh 3%, BLM inh -5%, JMJD2A Tudor 1%, HP1b binding inh 32%, G9a inh -1%[59 µM] and Pin1 inhibitor 8%.
`Cc1ccc(-c2nn(CC(=O)NCc3ccccc3)c3c2cnc2ccc(F)cc23)cc1C` gave POLI inh 6%, GLS inh -5%, Tb PGK inh inactive, BAZ2B inh -10%, BLM inh -2%, JMJD2A Tudor -12%, HP1b binding inh 6%, G9a inh 4%[59 µM] and Pin1 inhibitor 0%.
For O=C(Nc1cccc(Cl)c1)N1Cc2ccccc2Oc2ncccc21 the results were POLI inh 0%, GLS inh 1%, BAZ2B inh -16%, BLM inh -4%, JMJD2A Tudor -8%, HP1b binding inh 20%, G9a inh -5%[59 µM] and Pin1 inhibitor 3%.
`COCCNc1nc2nonc2nc1NC(C)c1ccccc1Cl` (stereo not given) gave POLI inh -13%, GLS inh -11%, Tb PGK inh 0%, BAZ2B inh -16%, BLM inh -6%, JMJD2A Tudor -16%, HP1b binding inh 20%, G9a inh -27% and Pin1 inhibitor -1%.
For CN(C(=O)C1CCCO1)c1nnc(-c2ccncc2)s1 (stereo not given) the results were POLI inh 1%, GLS inh -1%, Tb PGK inh inactive, BAZ2B inh 11%, BLM inh -8%, JMJD2A Tudor 3%, HP1b binding inh 22%, G9a inh -48% and Pin1 inhibitor 0%.
CN(C)S(=O)(=O)c1cc(C(=O)Nc2ccn(C)n2)c(Cl)cc1Cl was read as POLI inh -8%, GLS inh 9%, Tb PGK inh 3%, BAZ2B inh -1%, JMJD2A Tudor -14%, G9a inh 19%[12.7 µM] and Pin1 inhibitor 3%.
Screening [O-][n+]1onc2c1CCc1c-2nn(-c2ccccc2Cl)[n+]1[O-] returned POLI inh 26%, GLS inh -1%, BAZ2B inh 9%, BLM inh -9%, JMJD2A Tudor -11%, HP1b binding inh 22%, G9a inh 1%[59 µM] and Pin1 inhibitor -2%.
Screening CCCCOC(=O)c1ccc(NC(=O)c2ccc3c(c2)CCN3S(C)(=O)=O)cc1 returned POLI inh 18%, GLS inh 2%, Tb PGK inh 10%, BAZ2B inh 8%, BLM inh -1%, JMJD2A Tudor -9%, HP1b binding inh 44%[activator], G9a inh -3%[59 µM] and Pin1 inhibitor -2%.
`Cc1cc(O)c(C(C)C)cc1C1(c2cc(C(C)C)c(O)cc2C)OC(=O)c2ccccc21` gave POLI inh -2%, GLS inh -1%, Tb PGK inh -3%, BAZ2B inh inconclusive, BLM inh -16%, JMJD2A Tudor -30%, HP1b binding inh 19%, G9a inh 9%[12.7 µM] and Pin1 inhibitor 4%.
COc1cccc(/C(O)=C/c2nc3ccc(C(=O)NCCc4cccc(C)c4)cc3[nH]c2=O)c1 was read as POLI inh 14%, GLS inh -3%, Tb PGK inh -8%, BAZ2B inh 7%, BLM inh -1%, JMJD2A Tudor -12%, HP1b binding inh 47%[activator], G9a inh inconclusive and Pin1 inhibitor inconclusive.
For Cc1noc(C)c1COc1ccc(C(=O)N2CCN(S(=O)(=O)c3ccccc3)CC2)cc1 the results were POLI inh 29%, GLS inh 4%, Tb PGK inh -9%, BAZ2B inh 4%, JMJD2A Tudor -11%, HP1b binding inh 29%, G9a inh 4%[12.7 µM] and Pin1 inhibitor -10%.
`COc1ccc2[nH]c3c(c2c1)CCN1C(=O)C(CC(=O)NCCc2ccccn2)C[C@H](C(=O)N2CCCCC2)[C@@]31C` (stereo not given in full) gave POLI inh 9%, GLS inh 13%, Tb PGK inh inactive, JMJD2A Tudor -20%, HP1b binding inh 22% and Pin1 inhibitor -1%.

Reprinted at random: 2 compounds from above.
`COc1ccc2[nH]c3c(c2c1)CCN1C(=O)C(CC(=O)NCCc2ccccn2)C[C@H](C(=O)N2CCCCC2)[C@@]31C` (stereo not given in full) gave POLI inh 9%, GLS inh 13%, Tb PGK inh inactive, JMJD2A Tudor -20%, HP1b binding inh 22% and Pin1 inhibitor -1%.
Screening CCCCOC(=O)c1ccc(NC(=O)c2ccc3c(c2)CCN3S(C)(=O)=O)cc1 returned POLI inh 18%, GLS inh 2%, Tb PGK inh 10%, BAZ2B inh 8%, BLM inh -1%, JMJD2A Tudor -9%, HP1b binding inh 44%[activator], G9a inh -3%[59 µM] and Pin1 inhibitor -2%.

Next section.
CCc1ccc(O)c(-c2cc(C(=O)Nc3cccnc3)[nH]n2)c1 was read as POLI inh inconclusive, GLS inh 32%[activator], Tb PGK inh inactive, BAZ2B inh -12%, BLM inh -5%, JMJD2A Tudor -7%[11.4 µM], HP1b binding inh -11%, G9a inh 14% and Pin1 inhibitor -1%.
For COc1ccc(OC)c(NC(=O)CSc2nnc(C3CCCCC3)o2)c1 the results were POLI inh 37%[activator], GLS inh 0%, Tb PGK inh -11%, BAZ2B inh -16%, BLM inh -3%, JMJD2A Tudor -22%, HP1b binding inh 4%, G9a inh 4% and Pin1 inhibitor -6%.
Screening Cc1nnc(NC(=O)c2ccc3ccccc3c2)s1 returned POLI inh -10%, GLS inh 2%, Tb PGK inh 4%, BAZ2B inh -6%, BLM inh -2%, JMJD2A Tudor -17%, HP1b binding inh 20% and Pin1 inhibitor 0%.
CC1(c2ccccc2Cl)NC(=O)N(CC(=O)Nc2ccccc2OC(F)F)C1=O (stereo not given) was read as POLI inh 42%[activator], GLS inh -12%, Tb PGK inh inactive, BAZ2B inh 0%, BLM inh -3%, JMJD2A Tudor -14%, HP1b binding inh inconclusive, G9a inh 7% and Pin1 inhibitor -2%.
For NC(=O)c1cc(S(=O)(=O)NCC2CCC(C(=O)Nc3cccc(Cl)c3)CC2)cs1 (stereo not given) the results were POLI inh 5%, GLS inh 0%, Tb PGK inh -1%, BAZ2B inh -2%, BLM inh -3%, JMJD2A Tudor -8%, HP1b binding inh 11%, G9a inh 6%[59 µM] and Pin1 inhibitor 5%.
